Screens (PubChem BioAssay)
proKLK7 act: proKLK7 zymogen activators, primary screen, biochemical, fluorescence intensity; Kallikrein-7 (Homo sapiens), P49862; purified proKLK7, EDANS-DABCYL substrate fluorescence; 100% is mature enzyme control, 0% vehicle; hit rate 0.9% among 370,000; AID 652039, 2013; activation, % at 7 µM;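 active means activation above the mean of all tested compounds plus 3 SD, computed per campaign excluding outliers beyond control limits, cut at about 13% in these data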
Target sequence (P49862 whole entry, looked up): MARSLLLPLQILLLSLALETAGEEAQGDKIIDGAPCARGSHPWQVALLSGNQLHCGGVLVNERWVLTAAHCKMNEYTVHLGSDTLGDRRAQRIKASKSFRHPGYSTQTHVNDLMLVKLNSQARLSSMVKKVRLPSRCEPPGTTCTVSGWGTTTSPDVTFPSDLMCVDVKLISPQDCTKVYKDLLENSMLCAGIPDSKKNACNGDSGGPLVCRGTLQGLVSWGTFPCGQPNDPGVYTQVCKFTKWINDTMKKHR
ADAM10 inh: human ADAM10 inhibitors, primary screen, biochemical, QFRET, HTS. Disintegrin and metalloproteinase domain-containing protein 10 (Homo sapiens), O14672. recombinant ADAM10, EDANS/DABCYL FRET peptide cleavage, 3 h. inhibition, % at 7 µM. hit rate 0.62% among 370,000. AID 720582, 2013;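 active means inhibition above a per-campaign cutoff equal to the mean of compounds falling between control-based bounds plus 3 SD, cut at about 20% in these data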;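 further: 0% = DMSO wells while the 100% control is not disclosed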
FXN GAA850 act: FXN promoter activators, primary screen, cell-based, luciferase luminescence, HEK293 lucGAA850; HEK293 lucGAA850 FXN promoter luciferase reporter, 24 h; percent of 10 µM SAHA response; hit rate 0.56% among 360,000; activation, % at 6 µM;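 active means activation above the average of all compounds screened plus 3 SD, cutoff fixed separately per campaign, cut at about 7.5% in these data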;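 further: 0% = DMSO wells and 100% = 10 µM SAHA wells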
sPLA2-III inh: human group III sPLA2 inhibitors, primary screen, biochemical, QFRET, BODIPY PC-A2 liposome substrate | AID 743126, 2013 | hit rate 0.56% among 370,000 | QFRET BODIPY PC-A2 liposome hydrolysis, fluorescence | inhibition, % at 12.2 µM;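 active means inhibition above mean plus 3 SD of compounds lying within the high and low control bounds, cut at about 19% in these data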;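 further: 0% = median of test compound wells and 100% = no enzyme DMSO wells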
rCAG RNA binder: binders of r(CAG) RNA repeats, primary screen, biochemical, fluorescence | r(CAG) RNA repeat, TO-PRO-1 dye displacement fluorescence | inhibition, % at 3 µM | hit rate 1.3% among 370,000;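 active means inhibition above the plate cutoff, the mean of all test compounds on that plate plus 3 SD, cut at about 35% in these data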;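 further: 0% = DMSO alone and 100% = 100 µM mitoxantrone as full dye displacement; higher means more dye released from RNA so lower well fluorescence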
NPR1 activator: GC-A stimulated cGMP production enhancers – HEK293 GC-A cells, cGMP TR-FRET, EC30 ANP, primary screen | activation, % at 10 µM | AID 1671463, 2021 | 0% at EC30 ANP, 100% saturating ANP | Atrial natriuretic peptide receptor 1 (Homo sapiens), P16066 | hit rate 0.14% among 370,000; in the data active means activation above about 40%
ASAP1 inh: inhibitors of human ASAP1 ArfGAP activity, primary screen, biochemical, fluorescence polarization; AID 624377, 2012; ASAP1-stimulated ARF1 GTP hydrolysis, GDP FP detection; hit rate 0.19% among 360,000; Arf-GAP with SH3 domain, ANK repeat and PH domain-containing protein 1 (Homo sapiens), …; inhibition, % at 16.5 µM; in the data active means inhibition above about 25%;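 further: 0% = vehicle with enzyme and substrate and 100% = no enzyme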
Target sequence (Q9ULH1 325-724 limits assumed): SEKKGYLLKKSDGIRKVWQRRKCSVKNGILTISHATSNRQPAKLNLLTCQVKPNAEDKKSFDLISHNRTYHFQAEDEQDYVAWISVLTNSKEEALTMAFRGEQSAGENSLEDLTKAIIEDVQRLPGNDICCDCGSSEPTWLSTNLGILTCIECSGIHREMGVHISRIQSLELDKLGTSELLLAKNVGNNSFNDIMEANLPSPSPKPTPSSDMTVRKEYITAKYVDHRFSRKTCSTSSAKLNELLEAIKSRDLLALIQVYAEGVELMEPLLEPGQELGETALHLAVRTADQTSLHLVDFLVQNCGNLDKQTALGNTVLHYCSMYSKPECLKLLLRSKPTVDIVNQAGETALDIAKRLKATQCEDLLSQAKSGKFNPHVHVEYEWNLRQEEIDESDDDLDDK
ARFGAP1 inhibitor: inhibitors of rat ARFGAP1 GAP activity, primary screen, biochemical, fluorescence polarization, GDP tracer | Arfgap1-stimulated ARF1 GTP hydrolysis, GDP FP detection | inhibition, % at 16.5 µM | hit rate 0.26% among 360,000 | ADP-ribosylation factor GTPase-activating protein 1 (Rattus norvegicus), Q62848 | AID 651572, 2012;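 active means inhibition above a per-plate limit, mean inhibition of low control wells plus 3 SD, cut at about 25% in these data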;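 further: 0% = DMSO wells with enzyme and 100% = wells lacking Arfgap1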
Target sequence (Q62848 1-136 limits assumed): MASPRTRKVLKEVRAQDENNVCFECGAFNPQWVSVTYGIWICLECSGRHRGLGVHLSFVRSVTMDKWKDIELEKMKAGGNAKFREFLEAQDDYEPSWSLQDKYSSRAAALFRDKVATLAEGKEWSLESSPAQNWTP
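Material – truncated rat Arfgap1 GAP domain · Buffer or medium – HEPES-based buffer, pH 7.5 · Reagent – human ARF1(Δ1-17)-GTP substrate · Dosing – 16.5 µM single point, 1.26% DMSO · Schedule – GTP hydrolysis reaction 2 h at 25 °C · Technique – GDP detection by fluorescence polarization · Benchmarks – No-Arfgap1 wells (100%) versus DMSO full-reaction wells (0%) · Repeats – single replicate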
GC-B act: human GC-B receptor activators, primary screen, HEK293 GC-B cells, cGMP TR-FRET, EC30 CNP. Atrial natriuretic peptide receptor 2 (Homo sapiens), P20594. 0% at EC30 CNP, 100% saturating CNP. hit rate 0.11% among 370,000. AID 1920062, 2024. activation, % at 10 µM;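 active means activation at 10 µM reaching about 35% in either raw or pattern-adjusted values, limit read from the data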
DDE Tn6 FP inh: inhibitors of Tn6 peptide binding to fibrin DD(E), primary screen, biochemical, fluorescence polarization, human fibrin, Tn6 probe | Fibrin DD(E) TRITC-Tn6 fluorescence polarization displacement | hit rate 0.21% among 370,000 | Fibrinogen beta chain (Homo sapiens), P02675 | inhibition, % at 8.3 µM;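 active means inhibition above a per-campaign cutoff: mean of compounds within control limits plus 3 SD, cut at about 15% in these data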;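 further: 0% = median of all compound wells on the plate and 100% = blocking peptide control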
The depositor's hits bear a star; i = inactive; nt = no result given. Compounds as they come (roughly 4.5% active in at least one column).

SMILES,rCAG RNA binder,proKLK7 act,DDE Tn6 FP inh,sPLA2-III inh,GC-B act,ASAP1 inh,NPR1 activator,FXN GAA850 act,ADAM10 inh,ARFGAP1 inhibitor
CN(Cc1ccccc1)C(=O)c1ccccc1-c1ccccc1,-9,0.5,7,0,-4,2,-11,1.7,-1,-5
COc1ccc(CN=Cc2c(C(=O)O)[nH]c3ccccc23)cc1,4,1.8,4,3,-2,4,2,1.8,-16,15
CCOC(=O)N1CCN(C(=O)Cn2c(C)cc3ccccc3c2=O)CC1,-2,-0.8,12,-4,1,-4,0,0.4,-30,-1
COc1ccc(CN2CCNC(=O)C2CC(=O)N(C)Cc2nc(C)cs2)c(OC)c1 (stereo not drawn),-2,0.3,7,5,2,3,1,2.6,-20,5
O=C(Cc1ccc(Cl)cc1)SCc1ccccc1,2,-0.2,1,7,-4,1,-2,0.1,-3,-14
Cc1ccc(NC(=O)c2ccc(S(=O)(=O)N3CCCCC3)cc2)nc1,-2,-0.4,-4,9,-3,14,-1,-0.7,-11,-7
Cc1ccc(C(=O)N2CCC(n3nccc3NC(=O)c3ccccc3C)CC2)cn1,-3,0.3,4,-1,-11,5,7,1.4,-1,1
Cn1c(=Nc2ccccc2)sc2ccccc21,-4,-0.8,-3,7,-9,10,-2,5.3,4,10
O=C(CCCc1ccccc1)NC1CCSC1=O (stereo not drawn),1,-0.2,-4,-8,2,6,-4,2.3,7,-5
O=C1c2ccccc2C(c2nnnn2-c2ccc3c(c2)OCCO3)N1Cc1cccs1 (stereo not drawn),2,-0.3,1,-1,1,4,-3,nt,2,-7
CC(C)(C)c1cc(NS(=O)(=O)c2ccc(Br)s2)no1,14,-0.1,-7,-20,-3,2,-2,-2.4,-9,3
COc1ccc(S(=O)(=O)N2CCCCC2)cc1NC(=O)CCCOc1ccc(C)cc1,3,-0.2,1,4,-1,11,-3,-0.5,-2,-6
Cc1ccc(NC(=O)CCC(=O)NNC(=O)NC23CC4CC(CC(C4)C2)C3)cc1C,-5,-0.2,2,-16,-7,4,-6,1.9,-3,10
CN(C)c1ccc(-c2cccc3nccn23)cc1,4,40*,-5,10,-1,8,1,-1.4,i,-3
Brc1ccc(C2=CC(c3ccco3)n3nnnc3N2)cc1 (stereo not drawn),3,1.2,-11,2,-5,-3,0,1.7,-13,-9
CCC(=O)Nc1c(C)cc(C)cc1Cl,2,-0.5,-7,5,-2,-15,6,-1.6,3,-1
Cc1cc(SCc2ccc([N+](=O)[O-])cc2)nc(=O)[nH]1,10,-0.6,-5,-2,-10,-11,-2,2.6,-2,-5
COC(=O)c1ccc(Nc2nc(C)cc(C)n2)cc1,2,0.0,1,10,2,4,2,-0.2,6,-12
C[C@@H]1CN([C@H](C)CO)C(=O)c2cc(NC(=O)Cc3cn(C)c4ccccc34)ccc2O[C@H]1CN(C)C(=O)Nc1ccc2c(c1)OCO2,8,-0.1,-1,-27,6,11,1,2.3,18,4
CC(C)(C)S(=O)(=O)Cc1nc(-c2ccc(Cl)c(Cl)c2)cs1,16,0.3,9,-1,3,-5,4,3.3,-3,2
CCOC(=O)C[N+]1(C)CCN(C(C)=O)CC1,0,0.1,1,7,-2,-6,2,-0.3,-13,-9
O=c1cc(N2CCN(c3ccccc3)CC2)[nH]c(=O)n1C1CCCCC1,4,-0.4,7,3,2,-1,0,-1.7,1,3
CC(O)(c1ccc(F)c(F)c1)c1nc(/C=C/c2ccc(C(F)(F)F)cc2)cs1 (stereo not drawn),4,0.7,-1,-7,8,4,1,0.5,11,19
Cc1c(C(=O)N2CCCC2)c(S(=O)(=O)N2CCCCC2)c(C)n1C,-2,0.3,11,11,1,8,-1,3.6,6,2
O=C(NCc1ccco1)c1cccn2c(=O)c3sccc3nc12,9,2.1,6,7,3,-12,12,1.6,-466,1
CC(=O)N1N=C(c2ccc([N+](=O)[O-])cc2)CC1c1ccccc1Cl (stereo not drawn),4,0.0,7,-1,-6,5,-1,-1.1,4,-9
COCCN(C(=O)CCC(=O)Nc1cc(C)on1)C(C(=O)NC1CCCC1)c1ccccc1C (stereo not drawn),-10,0.5,-6,0,0,6,0,-2.4,-4,-4
C/C(=N\Nc1ccc(S(N)(=O)=O)cc1[N+](=O)[O-])c1ccco1,12,-0.1,-3,10,-6,-10,-3,2.8,0,2
COc1ccc(NC(=S)Nc2ccc(S(=O)(=O)N3CCOCC3)cc2)c(OC)c1,6,-0.1,-5,1,-1,5,4,2.4,2,1
CCCCCCCCCC1NC(C(=O)O)Cc2c1[nH]c1ccccc21 (stereo not drawn),4,0.5,2,-11,0,5,2,-0.5,-14,3
CC[C@]12c3[nH]c4ccc(Cl)cc4c3CCN1C(=O)[C@@H](CC(=O)NCC13CC4CC(CC(C4)C1)C3)C[C@@H]2C(=O)N1CCN(C(=O)c2ccco2)CC1,15,-0.8,-10,-38,-3,12,-6,-2.1,35*,1
COCCN1C(=O)CC(NNC(=O)c2ccc(S(=O)(=O)N3CCCC3)cc2)C1=O (stereo not drawn),4,0.3,-4,-3,8,-6,-4,1.1,-3,-1
Cc1cc(C)c2cc(CN(CCN(C)C)C(=O)Nc3ccccc3Cl)c(=O)[nH]c2c1,-3,-0.3,4,-9,0,8,-2,-2.0,-24,12
NCCCC[C@H](NC(=O)C1CCNCC1)c1nnc([C@@H](N)Cc2ccc(O)cc2)o1,1,0.4,6,2,4,2,3,-0.3,5,-3
COc1ccc(NC(=O)c2cccc(N3C(=O)c4cccc([N+](=O)[O-])c4C3=O)c2)cc1,2,-0.1,3,8,14,-20,24,-4.1,-3,-11
CCN(CC)S(=O)(=O)c1ccc(NC(=O)c2cc(=O)[nH]c3ccccc23)cc1,8,0.2,-1,-17,-5,3,3,2.4,-24,11
CCCCC(CC)C(=O)Nc1cccc(SC)c1 (stereo not drawn),-2,0.9,3,0,-4,2,-1,3.9,-3,-6
Cn1cccc1C(=O)OCC(=O)c1cc2ccccc2o1,16,-0.5,3,-38,4,-16,-1,0.9,4,-1
CCn1cc(C(=O)NC(C)C23CC4CC(CC(C4)C2)C3)cn1 (stereo not drawn),-4,0.7,-10,1,0,-2,-1,1.4,2,-1
CC(C)(C)c1ccc(S(=O)(=O)n2c(CN3CCOCC3)nc3ccccc32)cc1,-3,0.0,4,3,-2,-14,-4,1.9,-2,6
COc1ccc(C2/C(=C(/O)c3ccccc3)C(=O)C(=O)N2CO)cc1 (stereo not drawn),-1,0.9,-8,-5,3,2,-1,-1.5,5,1
CC1(C)CC(=O)N(CC(=O)NCc2ccccc2)c2ccccc2S1(=O)=O,-2,0.1,0,10,-2,3,2,1.3,-4,5
C/C(=N\Nc1nc(N2CCCCC2)nc(N2CCOCC2)n1)c1ccccc1O,-2,-0.5,2,3,-5,-4,-7,2.2,11,1
Cc1ccccc1N1C(=O)CC(Sc2nnc(-c3ccccc3)o2)C1=O (stereo not drawn),4,1.6,3,-19,8,-8,10,-4.5,-2,0
O=C(N/N=C/c1ccc(N2CCOCC2)o1)c1cccc(C(F)(F)F)c1,5,-0.4,2,-13,1,10,-1,-0.8,-4,6
CC1Sc2ccc(S(=O)(=O)CCC(=O)N(C)Cc3ccccc3)cc2NC1=O (stereo not drawn),-1,-0.3,-1,-1,-2,-9,-7,-1.5,-3,6
CC1(C(=O)Nc2ccc(F)cc2F)CCN1C(=O)CCC1CCCC1 (stereo not drawn),-1,0.3,4,6,-7,2,-3,-0.1,2,4
CC(=O)c1cccc(NC(=O)C2CC(=O)N(Cc3ccccc3)C2)c1 (stereo not drawn),-3,0.6,6,-5,0,-5,-5,0.1,7,-1
CCN(CC)Cc1cc(Nc2c3ccccc3nc3c4ccccc4n(C)c23)cc(CN(CC)CC)c1O,13,23*,-4,21*,-12,-3,-16,1.6,-325,-5
COc1ccc(CCNC(=O)c2c(O)c3ccccc3n(C)c2=O)cc1,3,-0.3,10,2,-3,6,-4,1.9,4,0

The last 2 entries of the part above are carried over, then new ones follow:
SMILES,rCAG RNA binder,proKLK7 act,DDE Tn6 FP inh,sPLA2-III inh,GC-B act,ASAP1 inh,NPR1 activator,FXN GAA850 act,ADAM10 inh,ARFGAP1 inhibitor
CCN(CC)Cc1cc(Nc2c3ccccc3nc3c4ccccc4n(C)c23)cc(CN(CC)CC)c1O,13,23*,-4,21*,-12,-3,-16,1.6,-325,-5
COc1ccc(CCNC(=O)c2c(O)c3ccccc3n(C)c2=O)cc1,3,-0.3,10,2,-3,6,-4,1.9,4,0
O=C(CSc1ncnc2sccc12)N1CCCCC1,1,-0.3,-3,7,-3,0,1,4.3,-2,-1
CCSc1ccc(-c2cc(NC=O)c3ncc(-c4cc(OC)c(OC)c(OC)c4)n3c2)cc1,12,-0.9,7,-15,16,4,8,4.4,-24,4
O=C(c1c[nH]c2ccc(S(=O)(=O)N3CCOCC3)cc2c1=O)N1CCN(c2ccccn2)CC1,5,-1.0,3,5,7,10,1,-0.5,-24,-7
COc1cc(S(=O)(=O)NCC2COCCO2)ccc1-n1cnnn1 (stereo not drawn),-3,0.1,13,0,-5,-10,0,1.5,2,-7
CC(=O)c1cccc(NC(=O)N2CCCC2C(=O)Nc2ccccc2C)c1 (stereo not drawn),-2,-0.1,1,3,-7,13,-2,1.7,1,-7
CCCn1c(SCC(=O)Nc2cc(C)on2)n[nH]c1=O,1,-0.4,8,5,-8,-14,1,-0.3,-12,-16
O=C(O)COc1ccc(/C=N/O)cc1Br,4,0.1,3,1,2,7,2,0.8,4,20
Cc1nonc1CN(C)C(=O)CC1C(=O)NCCN1Cc1c(F)cccc1Cl (stereo not drawn),0,0.2,9,3,0,-4,0,0.2,0,-2
CN1CCN(C(=O)c2cnn3c(C(F)(F)F)cc(-c4ccc5c(c4)OCO5)nc23)CC1,-2,-0.5,0,12,19,1,20,0.1,-12,-4
O=C(COC(=O)c1ccc(Cl)nc1)NCCc1ccc(Cl)cc1,1,0.0,1,-5,-7,-10,-1,0.1,-8,1
